Compound activity: PubChem BioAssay, several laboratories
HMGR II inh: inhibitors of class II HMG-CoA reductase from Enterococcus faecalis | purified E. faecalis HMGR, NADPH absorbance 340 nm kinetic | inhibition, % at 10 µM | 190,000 compounds, 0.41% hits;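 active = inhibition above a set limit, the median over all tested compounds plus 3 SD, cut at about 9.5% in these data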;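 also: enzyme runs in reverse so mevalonate oxidation gives rising NADPH absorbance; 0% = complete reaction with DMSO and 100% = background rate lacking mevalonate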
APP 5'UTR act: activates APP 5'UTR luciferase reporter | SH-SY5Y APP 5'UTR luciferase reporter, luminescence; zero percent = DMSO vehicle wells | activation, % at 2 µM | 190,000 compounds, 1% hits;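 active = activation above a set limit, based on mean plus 3 SD of controls, cut at about 140% in these data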; also: values of inactives mirror those of a sister screen read the other way
NF-kB neuron act: NF-kB expression increase, human neuronal cells; fold change at 12.5 µM; AID 1239; NF-kB reporter expression; hits give high values; 190,000 compounds, 1.6% hits; in the data active = fold change above about 3.3
STAT3 inh: reduces IL-6 driven STAT3 reporter signal; 190,000 compounds, 0.89% hits; U3A cells, IL-6 STAT3-luciferase reporter, luminescence; host cell line lacks STAT1; inhibition, % at 5.5 µM;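 active = inhibition above the mean inhibition across all screened compounds plus 3 SD, cut at about 44% in these data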;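 also: 0% = DMSO only wells and 100% = 100 µM nifuroxazide control wells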
STAT1 act: increases IFN-gamma driven STAT1 reporter signal. NIH 3T3 STAT1-luciferase reporter, luminescence; 100% = IFN-gamma alone, no compound. activation (% of control), % at 5.5 µM. 200,000 compounds, 2.6% hits. AID 932;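 active = activation above the screen-wide mean activation plus 3 SD, cut at about 130% in these data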;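 also: raw ratio to IFN-gamma control signal so 100% means no change and 0% no light; values of inactives mirror those of a sister screen read the other way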
Hsp70 act: Hsp70 transcriptional activation, primary screen; HeLa Hsp70 promoter luciferase reporter, luminescence; scaled: vehicle 0, proteasome-inhibitor control 100%; activation, % at 10 µM; 200,000 compounds, 0.04% hits; AID 1203;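 active = activation above the mean across all tested compounds plus 3 SD, cutoff set per campaign, cut at about 5.5% in these data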;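 also: 100% = MG132 at 30 µM as the positive control and 0% = DMSO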
DTT redox prof: compounds producing H2O2 with reducing agent – biochemical, NIH compound library profiling, artefact control for MLSCN library redox annotation, primary screen | AID 878 | 200,000 compounds, 0.03% hits | activation, % at 10 µM | DTT-dependent redox cycling H2O2, phenol red/HRP absorbance; 100% = 100 µM peroxide control, 0% = buffer;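 active = activation of at least 50% relative to the plate's high and low controls in the primary single-dose screen; inactive = activation below 50%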;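 also: compound incubated with DTT at 0.8 mM final as the reducing agent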
TLR4-MyD88 BLA: blocks binding of human TLR4 to MyD88; O00206+Q99836; HeLa CL3-4 TLR4/MyD88 BLA complementation, FRET ratio; inhibition, % at 8.4 µM; 200,000 compounds, 0.18% hits; AID 861; in the data active = inhibition above about 25%;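 also: 0% = vehicle and 100% = reference inhibitor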
Target sequence (O00206 whole entry, looked up): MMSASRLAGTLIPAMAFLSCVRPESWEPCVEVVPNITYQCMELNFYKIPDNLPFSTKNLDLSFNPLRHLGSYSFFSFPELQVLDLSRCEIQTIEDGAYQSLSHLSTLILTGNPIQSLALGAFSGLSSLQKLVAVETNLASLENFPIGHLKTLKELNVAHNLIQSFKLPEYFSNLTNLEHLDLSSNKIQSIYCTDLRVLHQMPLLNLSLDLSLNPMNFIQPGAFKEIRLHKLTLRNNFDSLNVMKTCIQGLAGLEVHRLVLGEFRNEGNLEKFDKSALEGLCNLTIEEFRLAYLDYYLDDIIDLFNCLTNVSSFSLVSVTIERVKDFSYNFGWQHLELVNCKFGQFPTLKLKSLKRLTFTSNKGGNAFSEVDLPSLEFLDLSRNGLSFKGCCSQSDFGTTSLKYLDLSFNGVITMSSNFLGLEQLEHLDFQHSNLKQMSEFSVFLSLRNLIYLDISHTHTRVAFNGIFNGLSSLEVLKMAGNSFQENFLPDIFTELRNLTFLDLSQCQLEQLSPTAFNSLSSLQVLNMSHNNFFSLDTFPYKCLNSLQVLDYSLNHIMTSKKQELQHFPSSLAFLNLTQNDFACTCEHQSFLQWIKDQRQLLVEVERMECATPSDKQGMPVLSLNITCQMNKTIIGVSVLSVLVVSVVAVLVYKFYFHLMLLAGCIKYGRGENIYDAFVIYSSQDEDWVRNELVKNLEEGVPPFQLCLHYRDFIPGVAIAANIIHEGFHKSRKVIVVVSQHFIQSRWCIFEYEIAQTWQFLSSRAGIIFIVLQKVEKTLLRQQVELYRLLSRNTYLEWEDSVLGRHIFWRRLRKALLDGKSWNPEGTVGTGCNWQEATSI
Target sequence (Q99836 whole entry, looked up): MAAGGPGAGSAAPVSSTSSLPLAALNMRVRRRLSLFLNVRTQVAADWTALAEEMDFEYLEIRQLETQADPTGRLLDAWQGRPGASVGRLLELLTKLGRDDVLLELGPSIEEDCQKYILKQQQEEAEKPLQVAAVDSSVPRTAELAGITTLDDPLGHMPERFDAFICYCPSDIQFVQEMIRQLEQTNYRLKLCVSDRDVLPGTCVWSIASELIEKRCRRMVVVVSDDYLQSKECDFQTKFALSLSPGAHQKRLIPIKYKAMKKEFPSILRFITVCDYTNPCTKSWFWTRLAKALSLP
STAT1 inh: inhibitors of IFN-gamma induced STAT1 signaling | NIH 3T3 STAT1-luciferase reporter, luminescence | inhibition, % at 5.5 µM | 200,000 compounds, 0.35% hits;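 active = inhibition above a set limit, the mean inhibition across all tested compounds plus 3 SD, cut at about 34% in these data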;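 also: 0% = IFN-gamma with DMSO and 100% = IFN-gamma with 300 µM nifuroxazide; values of inactives mirror those of a sister screen read the other way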
STAT3 activator: activators of IL-6 induced STAT3 signaling; activation (% of control), % at 5.6 µM; 190,000 compounds, 0.91% hits; U3A cells, IL-6 STAT3-luciferase reporter, luminescence; 100% = signal with IL-6 EC80 alone;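 active = activation above the screen-wide mean of compound activation plus 3 SD, cut at about 130% in these data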;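 also: 0% = background luminescence of wells with medium and substrate only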
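Assay system – human STAT1-deficient U3A cells with stable STAT3-luciferase reporter · Also added – IL-6 (33 ng/mL) · Schedule – compound 1 h, then IL-6 6 h at 37 °C · Technique – reporter luminescence signal · Evaluation – % activation versus median of IL-6-stimulated wells · Benchmarks – IL-6-only wells as 100% reference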
Numbers without * were called inactive; nt = no result given. Hits appear at their usual frequency (roughly 5.6% active in at least one column).

nr	canonical_smiles	HMGR II inh	APP 5'UTR act	NF-kB neuron act	STAT3 inh	STAT1 act
1	CC(=O)CC(=O)Nc1ncccn1	-5	-5	1.1	-2	97
2	COc1ccc(CCN2C(=O)c3ccncc3C2=O)cc1OC	-2	-6	0.95	9	102
3	COC(=O)CC1NCCNC1=O (stereo not drawn)	2	14	1.1	6	102
4	Cc1occc1C(=O)NNC(=O)COc1ccc(Br)cc1Br	-4	1	1.4	-4	110
5	CCn1nc(C)c(CN2CCc3c([nH]c4ccccc34)C2c2ccc(F)c(OC)c2)c1C (stereo not drawn)	-3	11	1.2	0	98
6	CC(c1ccccc1)N1CCC(CNC(=S)Nc2cccc(Cl)c2)C1 (stereo not drawn)	6	16	0.7	4	105
7	COc1cccc(-n2c(CNC(=O)OC(C)(C)C)n[nH]c2=S)c1	-5	7	1	7	94
8	Cc1cc(C)n(-c2nc3ccccc3c3nc(C)nn23)n1	4	23	0.97	2	87
9	CCc1cc2c(=O)n(Cc3ccco3)c(SCC(=O)N3CCCc4ccccc43)nc2s1	-1	8	0.67	-20	97
10	Cc1cccc(NC(=O)CCN2CCOCC2)c1	-2	18	1.3	-6	105
11	COc1ccc(N2C(=O)CCC(C(=O)N3CCCCC3)C2c2ccc(F)cc2)cc1 (stereo not drawn)	-1	17	1.3	5	96
12	O=C(NC(Cc1c[nH]c2ccccc12)c1nnc2n1CCCCC2)c1cccs1 (stereo not drawn)	-1	12	1.2	8	98

nr	Hsp70 act	DTT redox prof	TLR4-MyD88 BLA	STAT1 inh	STAT3 activator
1	-0.4	-0.8	-13	0	103
2	-0.1	2.6	6	-2	96
3	-0.1	2.3	-2	-2	99
4	-0.1	-0.1	-9	-11	107
5	0.1	0.5	-18	0	106
6	0.3	0.7	5	-5	102
7	0.1	-1.8	-19	6	96
8	-0.6	-1.0	3	15	98
9	-0.2	2.6	-8	3	119
10	0.1	-1.0	14	-5	110
11	0.4	-1.7	2	6	99
12	-0.1	1.7	5	2	95

The final two entries of the section above lead into the next:
nr	canonical_smiles	HMGR II inh	APP 5'UTR act	NF-kB neuron act	STAT3 inh	STAT1 act
11	COc1ccc(N2C(=O)CCC(C(=O)N3CCCCC3)C2c2ccc(F)cc2)cc1 (stereo not drawn)	-1	17	1.3	5	96
12	O=C(NC(Cc1c[nH]c2ccccc12)c1nnc2n1CCCCC2)c1cccs1 (stereo not drawn)	-1	12	1.2	8	98
13	COc1cccc(CN(C)C(=O)c2cccc(OC3CCN(C4CCCC4)CC3)c2)c1	2	9	1.1	-3	97
14	CCOC(=O)c1c(C)[nH]c(C(=O)/C(C#N)=C/c2ccc(OCC)cc2)c1C	0	-27	0.95	0	106
15	COc1ccc(NC(=S)NCCCN2CCCC2=O)c(OC)c1	0	9	1.3	5	96
16	COC(=O)Cn1c(=NC(=O)c2cc(-c3cccs3)nc3ccccc23)sc2cc(S(N)(=O)=O)ccc21	-4	-3	0.42	-11	98
17	COc1ccc(-c2ccnc3c(C#N)cnn23)cc1	0	12	1.2	20	99
18	Cc1cccc(N(CC(=O)Nc2ccc(F)cc2)S(C)(=O)=O)c1	-2	2	0.99	6	95
19	C=CCC(Nc1ccco1)c1ccccc1 (stereo not drawn)	-9	-6	1.1	4	101
20	CCC(=O)c1c(OCc2ccccc2)ccc2c(C)cc(=O)oc12	-6	-3	3.4*	4	100
21	O=C(c1cccs1)N1CCN(c2ccccc2)CC1	0	9	1	4	102
22	c1cc(CNC2=NCCCCC2)ccn1	1	3	0.85	4	95
23	Cc1ccc(/C(N)=N/OC(=O)c2cccs2)cc1	0	nt	1.1	8	164*
24	CCOC(=O)N1CCN(C(=O)CS(=O)Cc2nc(-c3cccc(C)c3)oc2C)CC1 (stereo not drawn)	-6	nt	0.88	14	104

nr	Hsp70 act	DTT redox prof	TLR4-MyD88 BLA	STAT1 inh	STAT3 activator
11	0.4	-1.7	2	6	99
12	-0.1	1.7	5	2	95
13	0.1	-1.0	-4	1	107
14	-0.2	0.3	2	-6	105
15	0.1	-1.9	-1	2	101
16	0.1	-0.1	-21	2	107
17	0.1	-0.3	-3	-1	89
18	0.1	0.1	-19	5	100
19	-0.2	3.0	-9	-1	102
20	-0.2	-0.4	-10	-2	98
21	-0.3	0.1	9	-6	101
22	-0.1	-0.3	-7	5	101
23	-0.3	-0.8	-14	-72	93
24	-0.3	-0.8	-2	-4	95

Next compounds
nr	canonical_smiles	HMGR II inh	APP 5'UTR act	NF-kB neuron act	STAT3 inh	STAT1 act
25	CSc1ccc(/C=N/N2CCN(Cc3ccc(Cl)cc3)CC2)cc1	1	3	1.3	2	102
26	N#Cc1ccc(CSc2nnc(NC(=O)CN3C(=O)C4CC=CCC4C3=O)s2)cc1 (stereo not drawn)	0	16	0.83	-4	94
27	Clc1ccc(OCc2nnc(SCCN3CCCCC3)n2Cc2ccco2)cc1	-11	-25	1.4	2	100
28	COc1ccc(-c2csc(NC(=O)c3cc(C)on3)c2C#N)cc1OC	0	10	2.8	-5	100
29	Cc1cccc(C)c1NC(=O)NCCSc1snnc1C	1	0	0.95	-7	98
30	CC1=CC(C)(C)N(C(=O)CSc2ncn[nH]2)c2ccccc21	-4	-15	1	5	98
31	Fc1ccc(COc2cccc(CNCc3ccncc3)c2)cc1	-6	-26	0.73	21	83
32	Cc1cc(C(C)c2ccccc2)c(O)c(CN2CCOCC2)c1C (stereo not drawn)	-2	-17	1.4	2	96
33	CCc1nnc(NC(=O)CSc2nnc(-c3ccccc3OC)n2-c2ccc(C)cc2)s1	0	-1	0.84	-28	107
34	C=CCn1c(SCC(=O)Nc2ccccc2OC)nc(O)c(CC)c1=O	-2	6	1	10	102
35	O=C(COC(=O)c1cn(-c2ccccc2)nc1-c1ccccc1)c1ccc([N+](=O)[O-])cc1	-6	3	1.1	-10	106
36	O=c1c2ccccc2sn1-c1ccc(S(=O)(=O)N2CCCC2)cc1	-3	0	1.4	12	101

nr	Hsp70 act	DTT redox prof	TLR4-MyD88 BLA	STAT1 inh	STAT3 activator
25	-0.1	0.5	3	-3	100
26	0.0	2.1	0	6	107
27	-0.1	0.3	-17	-2	103
28	-0.2	-1.1	5	0	108
29	-0.3	-1.4	0	0	109
30	-0.5	0.2	-5	2	101
31	-0.2	-1.4	-6	17	86
32	0.7	0.5	-7	4	101
33	-0.2	0.2	4	-7	120
34	-0.1	3.3	2	-2	99
35	-0.3	1.1	-5	-6	107
36	0.1	0.1	-10	-1	92

(next part)
nr	canonical_smiles	HMGR II inh	APP 5'UTR act	NF-kB neuron act	STAT3 inh	STAT1 act
37	COc1ccc(CNC(=O)COC(=O)/C=C/c2ccc(S(=O)(=O)N3CCOCC3)cc2)cc1	-6	11	1	3	105
38	CCOC(=O)c1c[nH]c2c(Cl)c(Cl)ccc2c1=O	-1	14	2.2	18	104
39	CN(C)CCCNC(=S)NCc1ccc(Cl)cc1	2	-7	1.1	7	99
40	CC(=O)Nc1ccc(O)c(-c2nc3ccccc3s2)c1	-6	27	1.3	-13	105
41	Cc1ccc(-c2csc(SCC(=O)Nc3cc(C)on3)n2)cc1	-2	6	1.6	5	96
42	CN(c1cccc(NS(=O)(=O)c2ccccc2)c1)S(C)(=O)=O	-7	6	1.1	5	99
43	CC(=O)c1cccc(N2C(=O)C3C4CCC(C4=C(C)C)C3C2=O)c1 (stereo not drawn)	-2	-4	1.2	11	101
44	O=C(CSc1ccc2ccccc2c1Br)Nc1cccc(S(=O)(=O)NC2=NCCCCC2)c1	-3	0	1	13	102
45	COc1ccc(CC(=O)OCc2cc3cccc(C)c3[nH]c2=O)cc1	-3	2	1.4	-3	93
46	O=C(NCC1CCCO1)C(=O)NCC(c1ccco1)N1CCN(c2ccccc2)CC1 (stereo not drawn)	-1	1	1.2	1	98
47	Cc1ccc(/C=N/c2sc3c(c2C#N)CCC3)s1	4	86	1.2	35	150*
48	OCCN1CCN(c2ncnc3sc(-c4ccccc4)cc23)CC1	-2	-8	0.99	-27	110

nr	Hsp70 act	DTT redox prof	TLR4-MyD88 BLA	STAT1 inh	STAT3 activator
37	-0.2	-1.1	10	-7	101
38	-0.5	0.2	3	-4	89
39	-0.2	0.0	-21	1	96
40	-0.4	-0.4	21	-7	117
41	-0.4	3.0	-5	4	100
42	-0.4	-0.3	5	0	101
43	-0.1	0.1	-1	-2	92
44	0.1	1.3	4	-3	89
45	-0.2	0.1	10	8	107
46	-0.3	0.0	-7	2	97
47	0.1	-0.7	-6	-55	74
48	-0.2	0.0	-3	-13	124

Single records, as listed above.
`COc1ccc(CNC(=O)COC(=O)/C=C/c2ccc(S(=O)(=O)N3CCOCC3)cc2)cc1` reads HMGR II inh = -6; APP 5'UTR act = 11; NF-kB neuron act = 1; STAT3 inh = 3; STAT1 act = 105; Hsp70 act = -0.2; DTT redox prof = -1.1; TLR4-MyD88 BLA = 10; STAT1 inh = -7; STAT3 activator = 101
`CCOC(=O)c1c[nH]c2c(Cl)c(Cl)ccc2c1=O` reads HMGR II inh = -1; APP 5'UTR act = 14; NF-kB neuron act = 2.2; STAT3 inh = 18; STAT1 act = 104; Hsp70 act = -0.5; DTT redox prof = 0.2; TLR4-MyD88 BLA = 3; STAT1 inh = -4; STAT3 activator = 89

Additional entries follow:
nr	canonical_smiles	HMGR II inh	APP 5'UTR act	NF-kB neuron act	STAT3 inh	STAT1 act
49	COc1cc(NC(=O)C/C(C)=N/NC(=O)c2cccc(O)c2)c(OC)cc1Cl	0	58	1.5	-26	106
50	COc1ccccc1CN1C(=O)[C@@H]2C(CCC(N)=O)NC3(C(=O)Nc4c3ccc(Cl)c4C)[C@@H]2C1=O (stereo partly drawn)	-4	1	0.99	-18	96
51	Cc1cc(=O)oc(C)c1C(=O)NCC(C)C	-4	8	0.92	9	97
52	Cc1ccc(C(=O)CC(C(=O)O)c2cn(CCC#N)c3ccccc23)cc1 (stereo not drawn)	-14	-6	1.1	6	106
53	COCCn1c(SCCCC(=O)c2ccc(Br)cc2)nnc1-c1ccncc1	4	-11	0.81	53*	83
54	CCCCOC(=O)Nc1ccccc1C(=O)OC	-4	8	1.1	-2	97
55	COc1ccccc1NC(=O)CSC1=NC(=O)C(NC(C)=O)C(=O)N1 (stereo not drawn)	-3	16	1.1	3	102
56	C/C(=N\NC(=O)CSCc1ccc([N+](=O)[O-])cc1)c1ccccc1O	-5	6	0.82	18	101
57	O=C1CC(N(Cc2cccs2)C(=O)Nc2ccccc2)C(=O)N1c1ccc(Cl)cc1 (stereo not drawn)	-1	-2	0.87	13	102

nr	Hsp70 act	DTT redox prof	TLR4-MyD88 BLA	STAT1 inh	STAT3 activator
49	-0.3	-0.7	-3	-7	123
50	-0.4	0.1	16	5	120
51	-0.2	0.2	3	3	94
52	-0.1	-0.7	5	-7	103
53	-0.4	0.1	9	19	55
54	-0.1	2.1	-3	3	105
55	0.8	3.6	3	-2	105
56	0.0	-0.5	-3	-1	87
57	-0.1	0.5	16	-2	91
